Bioassay records as filed in PubChem BioAssay.
SENP6 inh: blocks the human protease SENP6; Q9GZR1; Recombinant SENP6 catalytic domain, aminoluciferin luminescence; inhibition, % at 10 µM; hit rate 1.8% among 330,000;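 active = inhibition above about 50% at the single tested dose, limit read from the data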;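 note: plate controls were DMSO wells with enzyme for no effect and DMSO wells lacking enzyme for full effect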
Target sequence (Q9GZR1 628-1112 limits assumed): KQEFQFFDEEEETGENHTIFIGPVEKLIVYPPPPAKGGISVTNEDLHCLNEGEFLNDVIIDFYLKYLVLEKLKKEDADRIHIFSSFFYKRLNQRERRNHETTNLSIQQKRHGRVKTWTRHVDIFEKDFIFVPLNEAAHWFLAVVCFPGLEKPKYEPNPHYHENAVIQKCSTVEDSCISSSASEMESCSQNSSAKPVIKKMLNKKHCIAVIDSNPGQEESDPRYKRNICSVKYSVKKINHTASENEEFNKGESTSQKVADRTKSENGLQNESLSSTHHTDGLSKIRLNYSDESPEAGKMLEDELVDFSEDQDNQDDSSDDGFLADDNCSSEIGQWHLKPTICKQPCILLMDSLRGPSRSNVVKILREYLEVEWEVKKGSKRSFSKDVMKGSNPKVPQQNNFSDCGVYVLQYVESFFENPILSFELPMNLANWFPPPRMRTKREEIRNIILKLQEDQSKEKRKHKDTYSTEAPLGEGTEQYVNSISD
ATG4B inh: inhibitors of human ATG4B cysteine protease; Q9Y4P1; ATG4B cleavage of LC3-PLA2, NBD-HPC fluorescence, 1 h; inhibition, % at 8.33 µM; hit rate 0.51% among 340,000; AID 504462; in the data active = inhibition above about 40%
NR3A LBD binder: NR3A (human) ligand-binding domain modulation. NR3A LBD differential scanning fluorimetry, Tm shift; 0% = protein alone, 100% = glycine-bound protein. Tm shift relative to glycine control, % at 25 µM. hit rate 2.5% among 340,000. AID 1259313;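 active = melting temperature shift of at least 10% of the positive control shift, at one fixed dose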
SENP7 block: inhibitors of human SENP7 protease; hit rate 1.5% among 330,000; recombinant SENP7, Z-RLRGG-aminoluciferin luminescence, 40 min; inhibition, % at 5 µM; AID 434973; Q9BQF6;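 active = inhibition above about 50% at the single test dose, limit read from the data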;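 note: plate controls were DMSO with enzyme for no effect and no enzyme buffer wells for full effect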
Target sequence (Q9BQF6 706-1050 limits assumed): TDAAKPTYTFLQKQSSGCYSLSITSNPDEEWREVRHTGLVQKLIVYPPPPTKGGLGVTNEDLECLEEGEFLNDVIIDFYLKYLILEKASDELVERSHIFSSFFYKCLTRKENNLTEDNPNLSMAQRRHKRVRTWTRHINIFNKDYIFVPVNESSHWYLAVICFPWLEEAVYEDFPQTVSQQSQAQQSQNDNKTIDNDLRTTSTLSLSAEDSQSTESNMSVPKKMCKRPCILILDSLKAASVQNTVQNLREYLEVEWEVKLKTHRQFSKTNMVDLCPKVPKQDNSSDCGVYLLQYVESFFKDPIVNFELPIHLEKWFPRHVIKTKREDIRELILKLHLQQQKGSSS
SENP8 inh: SENP8 (human) protease inhibition; Q96LD8; recombinant SENP8, Nedd8 substrate fluorescence; inhibition, % at 20 µM; hit rate 0.64% among 360,000; AID 602440; in the data active = inhibition mostly above about 40%, no sharp cut-off; inactive = mostly below about 27%
Target sequence (Q96LD8 whole entry, looked up): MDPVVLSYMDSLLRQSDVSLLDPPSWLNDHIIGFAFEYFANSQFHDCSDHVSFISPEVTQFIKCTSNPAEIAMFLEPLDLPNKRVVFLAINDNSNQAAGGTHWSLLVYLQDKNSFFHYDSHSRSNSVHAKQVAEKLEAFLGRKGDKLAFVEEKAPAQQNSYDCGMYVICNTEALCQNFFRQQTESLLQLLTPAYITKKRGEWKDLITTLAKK
MPTP block: blocks calcium-induced mitochondrial swelling; isolated mouse mitochondria, Ca2+ swelling absorbance, 30 min; inhibition, % at 10 µM; hit rate 1.4% among 360,000; AID 602449;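 active = inhibition of 50% or more, scaled per plate between neutral and stimulator controls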;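 note: 0% = DMSO wells given calcium and 100% = 1 mM EGTA wells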
PfG6PD inh: PfG6PD (Plasmodium falciparum) enzyme inhibition; PfGluPho enzyme, NADPH resazurin-diaphorase fluorescence; inhibition, % at 20 µM; hit rate 0.78% among 350,000;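 active = inhibition reaching at least a set limit at 20 µM in the primary screen, cut at about 59% in these data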;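 note: 0% = DMSO wells with substrate and 100% = DMSO wells lacking glucose-6-phosphate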
HKDC1 inh: inhibitors of human hexokinase HKDC1 | Q2TB90 | recombinant HKDC1, G6PDH/diaphorase resazurin coupled fluorescence | inhibition, % at 20 µM | hit rate 0.16% among 340,000 | AID 493160;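 active = inhibition above about 35% when tested at 20 µM, limit read from the data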;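 note: plate controls were DMSO wells with enzyme for no effect and DMSO wells lacking enzyme for full effect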
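Material: recombinant HKDC1 hexokinase; Amount: HKDC1 at 5 µg/mL; Medium: Tris pH 8.0 buffer with MgCl2, Tween-20, BSA, BME; Schedule: 90 min reaction incubation at room temperature, dark; Technique: coupled resazurin fluorescence, excitation 525 nm, emission 613 nm.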
* marks the source's active call; other numbers are inactive results; . = no result given; & = joins results of further samples. Rows are unselected. Share with any hit: about 6.9%.

SMILES	SENP6 inh	ATG4B inh	NR3A LBD binder	SENP7 block	SENP8 inh	MPTP block	PfG6PD inh	HKDC1 inh
c1ccc2c(c1)nc(-c1ccncc1)n2CCNc1nc(CN2CCCCC2)cs1	-11	-13	-1	2	4	0.4	4	-3
O=[N+]([O-])c1ccc(N2CCN(CCOc3nonc3-c3ccccc3)CC2)c(Cl)c1	-46	0	-4	4	21	5.0	23	-3
CCCCOC(=O)c1ccc(NC(=O)C(CCS(C)(=O)=O)NC(C)=O)cc1 (centres undefined)	-10	-3	0	-11	12	-3.8	1	3
CCOC(=O)N1CCC(NC(=O)C2CCN(C(=O)c3cc4sccc4n3CC)CC2)CC1	-8	-4	1	9	17	2.7	5	-7
Oc1cccc(CCc2ccccn2)c1	.	1	0	.	7	0.5	7	-5
Cc1cc(NC(=O)Cc2ccccc2C)no1	-11	6	-2	-3	6	-0.5	16	-4
COc1ccc(CNC(=O)c2ccc[nH]2)cc1Cl	15	12	-3	7	3	1.0	2	-10
COc1ccccc1N1CCN(C(=O)Oc2ccccc2)CC1	-10	-16	-1	-2	12	-1.1	-17	13
CCOC(=O)c1sc(NC(=O)c2c(CC)noc2C)nc1C	5	-5	19*	-3	-81	-0.9	8	3
CC(C(=O)NC1CCCC1)N(c1ccc(Oc2ccccc2)cc1)S(C)(=O)=O (centres undefined)	-2	3	-2	3	9	-1.9	-11	3

Seven entries already listed, sorted by formula weight, rising.
SMILES	SENP6 inh	ATG4B inh	NR3A LBD binder	SENP7 block	SENP8 inh	MPTP block	PfG6PD inh	HKDC1 inh
Cc1cc(NC(=O)Cc2ccccc2C)no1	-11	6	-2	-3	6	-0.5	16	-4
COc1ccccc1N1CCN(C(=O)Oc2ccccc2)CC1	-10	-16	-1	-2	12	-1.1	-17	13
CCOC(=O)c1sc(NC(=O)c2c(CC)noc2C)nc1C	5	-5	19*	-3	-81	-0.9	8	3
CCCCOC(=O)c1ccc(NC(=O)C(CCS(C)(=O)=O)NC(C)=O)cc1 (centres undefined)	-10	-3	0	-11	12	-3.8	1	3
CC(C(=O)NC1CCCC1)N(c1ccc(Oc2ccccc2)cc1)S(C)(=O)=O (centres undefined)	-2	3	-2	3	9	-1.9	-11	3
c1ccc2c(c1)nc(-c1ccncc1)n2CCNc1nc(CN2CCCCC2)cs1	-11	-13	-1	2	4	0.4	4	-3
CCOC(=O)N1CCC(NC(=O)C2CCN(C(=O)c3cc4sccc4n3CC)CC2)CC1	-8	-4	1	9	17	2.7	5	-7

Other results follow.
SMILES	SENP6 inh	ATG4B inh	NR3A LBD binder	SENP7 block	SENP8 inh	MPTP block	PfG6PD inh	HKDC1 inh
Cc1cccc(C(=O)OCC(=O)NCC2COc3ccccc3O2)c1 (centres undefined)	1	-7	-1	-6	12	-0.6	16	4
Cc1ccc(/C=C/C(=O)OC(C)C(=O)Nc2ncc(Cl)cc2Cl)o1 (centres undefined)	7	25	1	0	-12	0.2	30	-11
CCNc1nc(C(=O)O)nc(N2CCOCC2)n1	8	4	-1	-4	-5	-0.9	-20	2
Cc1ccc(C(=O)NNC(=O)c2ccco2)cc1	-2	9	-2	1	14	-1.9	-12	-6
CCCc1cc(=O)[nH]c(SCC(=O)NC)n1	-1	3	-1	2	13	0.9	11	-6
O=C(CCC(=O)N1CCN(S(=O)(=O)c2ccc(Cl)cc2)CC1)Nc1ccc2ccccc2c1	-2	-18	-4	0	12	2.7	-9	4
COc1ccc(-c2ccnc3c(Br)c(C)nn23)cc1	-7	-3	5	-8	-278	-1.8	21	-2
O=C(N/N=C1\SCC(=O)N1CCc1ccccc1)c1cccs1	-2	-5	0	1	3	1.0	-9	-2
OCCCNc1ncnc2scc(-c3ccc(Cl)cc3)c12	10	7	-1	-1	15	-1.0	-17	4
C=CCn1c(SCC(N)=O)nnc1-c1cc2c(s1)CCC(CC)C2 (centres undefined)	3	17	-3	-6	-13	0.0	3	-9
O=c1ccnc(NCCc2ccccc2)[nH]1	-28	0	-1	-1	6	-0.7	-4	-3
CC(=O)Nc1ccc(NS(=O)(=O)c2cc(Cl)ccc2Cl)cc1	2	-5	1	4	22	7.4	-17	-10
O=C(/C=C/c1c(Cl)cccc1Cl)Nc1ccncc1	60*	-15	27*	53*	8	62*	20	5
c1ccc(-c2cnc(C3CCCCC3)o2)cc1	.	2	-1	.	17	-0.3	2	-6
CCSc1nnc(SCC(=O)N2CCN(C(=O)c3ccco3)CC2)s1	0	0	-4	0	7	-1.9	9	-7
CCC(=O)N1CCc2cc(Br)cc(S(=O)(=O)N3CCC(C(=O)NC(C)(C)C)CC3)c21	-4	-1	-1	-1	2	-0.6	-16	0
CCCn1c(SCC(=O)NCc2ccccc2)n[nH]c1=O	-18	-11	-1	4	8	-0.1	12	-1
O=C(NC(=S)N1CCc2ccccc21)C1CCC1	2	-1	-1	6	26	3.1	2	-4
CC(=O)Nc1ccc(S(=O)(=O)NCCC(=O)Nc2ccc(C)c(F)c2)cc1	-7	-7	0	1	5	0.3	-29	-1
COc1cccc(CC(NC(C)=O)C(=O)NC2CCN(C(=O)C3CCCCC3)CC2)c1OC (centres undefined)	-3	-1	0	-11	3	-1.2	-12	-7
COc1ccc(-c2csc(N(C)C(=O)c3ccco3)n2)cc1	4	-4	2	4	0	0.1	0	-8
Cc1ccc(N/C(SCc2ccccc2C)=C(/C#N)C(=O)NCc2ccco2)cc1C	2	5	1	9	5	13	12	5
CC(=O)Nc1cccc(NC(=O)CSc2nccn2Cc2ccccc2)c1	-17	4	-4	4	4	-0.2	3	-7
O=C(c1ccc(F)cc1)N1CCN=C1c1ccccc1	-18	-2	-10	-2	16	-1.3	-1	-5
CC(NS(=O)(=O)c1cccc(Cl)c1)C(=O)N(C)C1CCN(C)CC1 (centres undefined)	-2	-2	-4	7	8	2.0	-3	-10
N#CC1=C(N)N(c2ccccc2)C(c2ccccc2)C1(C#N)C#N (centres undefined)	5	6	5	-9	-402	7.0	-13	-1
CCOC(=O)Cc1c(C)nc2cc(-c3ccc(C)cc3)[nH]n2c1=O	-3	-15	0	-2	-20	0.2	-11	1
COc1ccc(NC(=O)COC(=O)c2cc(=O)c3ccccc3o2)cc1OC	7	-2	3	1	2	-0.3	-5	-7
Cc1ccc(NC(=O)c2cc(=O)[nH]c3ccccc23)cc1C	-16	1	1	-20	2	0.0	1	-9
Nc1nnc(SCC(=O)c2ccc3c(c2)NC(=O)CO3)s1	-23	-2	-3	7	9	-0.5	3	-6
O=C(Nc1ccc2nc(-c3ccco3)[nH]c2c1)c1cccs1	-3	-1	13*	0	-147	-1.1	30	-1
CN(Cc1cnn(C)c1)Cc1nc(Cc2ccccc2Cl)no1	5	20	0	-4	8	-0.7	-2	-11
CC(C)(C)OC(=O)N1Cc2ccccc2C[C@H]1C(=O)NCC(=O)NC1CCCCC1	-10	6	0	-2	3	-1.4	4	-5
Cc1cc(S(=O)(=O)n2ccnc2)c(Cl)cc1Cl	-24	2	0	0	1	-0.8	-3	12
Oc1ccc(O)c(Cc2nc3ccccc3s2)c1	1	5	1	-4	8	-5.9	17	45*
COCCCn1c(=N)c(C(N)=S)cc2c(=O)n3cccc(C)c3nc21	-7	-2	3	0	-435	3.9	40	-3
CCOC(=O)CC(=O)CSc1nc2c(sc(=S)n2-c2ccccc2)c(=O)[nH]1	1	-3	-2	-8	28	-0.2	-1	16
CC1CN(S(=O)(=O)c2ccc(F)cc2)CN1C(=O)N1CCOCC1 (centres undefined)	-6	-1	0	10	17	1.4	-1	-8
Cc1ccc2nc(SCC(=O)Nc3ccc(Cl)cc3)nc(=O)n2c1	-10	-4	1	-1	-46	-2.0	3	1
NC(=O)CSc1nc2scc(-c3ccc(Cl)cc3)c2c(=O)n1Cc1ccccc1	2	11	13*	-4	6	-0.3	-21	-1
CCOc1ccc(S(=O)(=O)N2CCOCC2)cc1NC(=O)CSCC(=O)Nc1ccc(OC)cc1	.	-7	0	.	2	0.3	-4	1
c1ccc(Oc2ncnc3ccccc23)cc1	.	3	-2	.	0	-0.6	-8	-6
Cc1nc2ccc(S(=O)(=O)N(C)CC(=O)NC(C)c3ccccc3)cc2s1 (centres undefined)	1	-4	-1	6	10	0.3	-6	2
C=CCn1c(CNc2ccccc2)nnc1SCC(=O)N/N=C/c1ccc(O)cc1O	4	-10	3	5	21	-2.7	-28	-38
CCCCn1c(N)c(N(CCC(C)C)C(=O)c2cc(S(=O)(=O)N3CCOCC3)ccc2F)c(=O)[nH]c1=O	-13	-4	0	-1	-26	0.0	-8	-1
Cc1ccc(CN2CCC(C(=O)Nc3ccc(Oc4cccnc4)cc3)CC2)cc1	12	-2	-2	-7	6	5.4	-3	-5
Cc1c(C(=O)NCc2ccco2)cccc1[N+](=O)[O-]	-13	2	0	-3	0	-1.3	-14	-4
CN1CCC2(CC1)C1CN(C)CC=C1C(C#N)=C(N)C2(C#N)C#N (centres undefined)	-14&1	-4&-8	-3&0	-2&-9	-189&-72	1.1&1.4	-4&5	-6&-8
Cc1ccc(S(=O)(=O)NC2(C(F)(F)F)NC(=O)N(C)C2=O)cc1 (centres undefined)	-9	-9	-1	24	5	-0.5	0	-14
COc1ccccc1/C=C/C1NC(=O)NC(C)=C1C(=O)OC(C)C (centres undefined)	11	1	-4	7	2	2.5	4	-9

(cont.)
SMILES	SENP6 inh	ATG4B inh	NR3A LBD binder	SENP7 block	SENP8 inh	MPTP block	PfG6PD inh	HKDC1 inh
Cc1ccc(-n2nc3c(c2NC(=O)c2ccccc2Br)CS(=O)C3)cc1 (centres undefined)	-5	-2	1	3	6	-0.9	-9	-8
CC1(C)Cc2ccccc2C(NN=C2CCCC2)=N1	4	11	-1	1	9	-2.5	-6	-7
CCCCn1c(=O)n(CC(O)c2ccccc2)c(=O)c2c1ncn2C1CCCC1 (centres undefined)	5	-10	-1	-1	6	-0.1	-2	-1
O=Cc1cc(N=Nc2cccc(C(=O)O)c2)ccc1O	95*	7	0	98*	23	1.4	-28	2
CCn1c(=O)c2ccccc2n(CC(=O)N2CCCc3ccccc32)c1=O	-11	-5	1	12	10	-1.2	-1	2
CC(=O)N1CCC(=NNC(=O)c2cc3ccccc3cc2O)CC1	28	1	-1	8	-15	-0.8	12	7
COCCOC(=O)C1=C(C)NC(=S)NC1c1cccs1 (centres undefined)	-6	-3	0	-3	7	-1.0	-10	-6
COc1cc(/C=N/NC(=O)c2ccoc2C)ccc1OCCN1CCCCC1	-7	3	1	-7	-6	-0.7	-9	-6
COc1ccc(N(CC(=O)N2CCN(Cc3ccccc3)CC2)S(C)(=O)=O)c(OC)c1	-5	-1	2	9	-2	-0.9	-7	-6
Cc1ccc(-c2nnc3sc(CCc4ccccc4)nn23)cc1	-13	-5	-37	0	-6	2.2	-1	-5
CCOC(=O)CC[C@H](NC(=O)Cn1cnc2c(OCc3ccccc3)ncnc21)C(=O)OCC	-4	.	0	6	0	-1.1	17	-7
N#CCc1c[nH]c2ccc([N+](=O)[O-])cc12	.	-3	14*	.	3	-0.7	4	-8
Cc1ccc(CNS(=O)(=O)c2c(N)n(C)c(=O)n(C)c2=O)cc1	-14	-2	0	3	2	-0.3	2	-1
COc1ccc([N+](=O)[O-])cc1NC(=O)COC(=O)c1ccccn1	8	-4	0	-6	19	-0.8	3	-3
N#CCc1nc2n(n1)Cc1ccccc1-2	-6	4	-2	-2	-1	1.0	-7	-5
CCOc1ccc(C2CC(c3cccc(C)c3)n3nc(N)nc3N2)cc1 (centres undefined)	-3	-1	-1	-6	-40	0.1	-9	7
O=C(NCc1ccco1)c1cc(S(=O)(=O)N2CCCc3ccccc32)ccc1Cl	-5	-9	-1	-6	6	-3.2	15	8
CCOc1ccccc1C1C2CCCCC2(O)CCN1C(=O)c1cccs1 (centres undefined)	-12	-5	-2	8	7	-0.7	9	14
N#Cc1cccc(S(=O)(=O)Nc2c(NC3CCCCC3)c3ccccc3oc2=O)c1	-3	-3	-5	-2	1	-1.6	-4	-3
